BioA inh: BioA (M. tuberculosis) enzyme inhibition; purified M. tuberculosis BioA enzyme, plate reader; inhibition, % at 9.99 µM; 360,000 tested, 0.096% active; AID 602481; in the data active means inhibition above about 40%
TcdB GH inh: TcdB glycohydrolase inhibition | P18177 | TcdB glycohydrolase enzymatic assay, plate reader | inhibition, % at 9.99 µM | 350,000 tested, 0.24% active; in the data active means inhibition above about 10%
* = called active by the depositor. Some of the compounds tested; the hit share may differ from the screen's.

CCCN1C[C@H](C)[C@@H](OC)CN(C)C(=O)c2cc(NC(=O)c3ccccc3F)ccc2OC[C@H]1C was read as BioA inh 1.0 and TcdB GH inh 0.7.
`O=C(O)C[C@H]1CC[C@H]2[C@@H](COC[C@H](O)CN2S(=O)(=O)c2ccc(F)cc2)O1` gave BioA inh -1.2 and TcdB GH inh 0.1.
`COCC#Cc1cnc2c(c1)C(=O)N([C@@H](C)CO)C[C@H](C)[C@@H](CN(C)C(=O)Nc1ccccc1OC)O2` gave BioA inh -1.2 and TcdB GH inh -9.6.
`C[C@H]1CN([C@@H](C)CO)C(=O)c2cc(NC(=O)C3CCCCC3)ccc2O[C@H]1CN(C)Cc1ccncc1` gave BioA inh -0.7 and TcdB GH inh -0.4.
For CO[C@H](CN(C)S(=O)(=O)c1ccccc1)[C@@H](C)CN(Cc1ccccc1Cl)[C@@H](C)CO the results were BioA inh -2.0 and TcdB GH inh -3.1.
For C[C@@H]1CN([C@@H](C)CO)C(=O)c2c(c3ccccc3n2C)-c2ccccc2CO[C@@H]1CN(C)C(=O)Nc1ccc(F)cc1 the results were BioA inh 1.3 and TcdB GH inh 0.3.
C[C@@H]1CN([C@H](C)CO)C(=O)Cc2cc(NC(=O)C3CCCCC3)ccc2O[C@@H]1CN(C)C(=O)Nc1ccc(C(F)(F)F)cc1 was read as BioA inh -1.6 and TcdB GH inh -0.7.
O=C(C[C@H]1C[C@@H]2c3cc(NC(=O)NC4CCCC4)ccc3O[C@@H]2[C@@H](CO)O1)NCCc1ccccc1 was read as BioA inh -0.1 and TcdB GH inh -9.7.
Screening C[C@@H]1CCCCO[C@H](CN(C)S(=O)(=O)c2ccc(Cl)cc2)[C@@H](C)CN([C@H](C)CO)C(=O)c2cc(NS(=O)(=O)c3cn(C)cn3)ccc2O1 returned BioA inh 1.8 and TcdB GH inh -0.7.
`COc1ccccc1-c1ccc2c(c1)O[C@@H](CN(C)C(=O)Nc1ccccc1)[C@@H](C)CN([C@H](C)CO)S2(=O)=O` gave BioA inh -1.5 and TcdB GH inh 1.2.
`CN1C(=O)c2cc(NC(=O)Cc3cccs3)ccc2OC[C@@H]2O[C@H](CC(=O)NCc3ccc(-c4ccccc4)cc3)CC[C@@H]21` gave BioA inh -1.3 and TcdB GH inh 0.4.
C[C@H](O)C#Cc1ccc2c(c1)O[C@H](CN(C)Cc1cccnc1)[C@H](C)CN([C@@H](C)CO)S2(=O)=O was read as BioA inh 0.1 and TcdB GH inh -3.7.
CCCN1[C@@H]2c3ccc(-c4ccccc4F)c(=O)n3C[C@@H]2[C@@H](CO)[C@@H]1C(=O)N1CCN(C)CC1 was read as BioA inh -1.1 and TcdB GH inh 0.4.
For O=C(Cc1cccnc1)N[C@@H]1CC[C@@H](CCNS(=O)(=O)c2ccccc2Cl)O[C@H]1CO the results were BioA inh -0.6 and TcdB GH inh -1.8.
`COc1ccc(CN(C)C[C@H]2Oc3ccc(NS(=O)(=O)c4ccccc4)cc3CC(=O)N([C@@H](C)CO)C[C@@H]2C)cc1` gave BioA inh 0.6 and TcdB GH inh -5.1.
For Cc1noc(C)c1S(=O)(=O)N(C)C[C@H]1Oc2ccc(NC(=O)Nc3ccc4c(c3)OCO4)cc2C(=O)N([C@@H](C)CO)C[C@H]1C the results were BioA inh -3.7 and TcdB GH inh -1.0.
For Cc1noc(C)c1NC(=O)N(C)C[C@@H]1Oc2ncc(C#CC3CCCCC3)cc2C(=O)N([C@H](C)CO)C[C@@H]1C the results were BioA inh 2.6 and TcdB GH inh -1.6.
Screening O=C(C[C@H]1CC[C@@H]2[C@H](COC[C@@H](O)CN2C(=O)Nc2cccc(F)c2)O1)NCc1ccccc1Cl returned BioA inh -0.2 and TcdB GH inh -0.3.
Screening COc1ccccc1S(=O)(=O)N[C@@H]1CC[C@H](CCNC(=O)C2CCCCC2)O[C@H]1CO returned BioA inh 1.4 and TcdB GH inh -1.1.
`COc1ccc(-c2cnc3c(c2)C(=O)N([C@H](C)CO)C[C@@H](C)[C@@H](CN(C)C(=O)Cc2cccnc2)O3)cc1` gave BioA inh -1.3 and TcdB GH inh 0.1.
For CC(C)NC(=O)N(C)C[C@H]1OCCCC[C@H](C)Oc2ccc(NC(=O)c3ccncc3)cc2C(=O)N([C@H](C)CO)C[C@@H]1C the results were BioA inh -2.7 and TcdB GH inh 0.9.
CC(C)C#Cc1cnc2c(c1)C(=O)N([C@@H](C)CO)C[C@H](C)[C@@H](CN(C)C(=O)CCN1CCCCC1)O2 was read as BioA inh -0.5 and TcdB GH inh 1.2.
Screening COc1ccc(S(=O)(=O)N(C)C[C@H]2OCCCC[C@@H](C)Oc3ccc(NC(=O)Nc4c(C)noc4C)cc3C(=O)N([C@H](C)CO)C[C@@H]2C)cc1 returned BioA inh 1.1 and TcdB GH inh -0.1.
Screening C[C@@H]1CN([C@@H](C)CO)C(=O)c2cc(NC(=O)Nc3cccc4ccccc34)ccc2O[C@H]1CN(C)C(=O)Nc1ccc(F)cc1 returned BioA inh -3.4 and TcdB GH inh 0.1.
`C[C@H]1CN([C@@H](C)CO)C(=O)c2cc(NC(=O)Nc3cccc4ccccc34)ccc2O[C@H]1CN(C)C(=O)Nc1ccc(F)cc1` gave BioA inh 15 and TcdB GH inh 0.0.
COCC(=O)N1CC[C@@H]2[C@H]1c1cc(C#Cc3ccc(F)cc3)ccc1N[C@@H]2CO was read as BioA inh -0.8 and TcdB GH inh 0.7.
For COc1ccc(NC(=O)Nc2ccc3c(c2)C(=O)N([C@@H](C)CO)C[C@H](C)[C@@H](CN(C)Cc2ccccc2)OCCCC[C@@H](C)O3)cc1 the results were BioA inh 3.3 and TcdB GH inh 0.6.
C[C@@H]1CN([C@@H](C)CO)S(=O)(=O)c2ccc(/C=C/c3ccccc3)cc2O[C@H]1CN(C)Cc1ccc(C(=O)O)cc1 was read as BioA inh 20 and TcdB GH inh 6.6.
Screening N#C[C@H]1[C@H](c2ccc(-c3ccccc3F)cc2)[C@@H](CO)N1C(=O)C1CCOCC1 returned BioA inh -0.1 and TcdB GH inh 0.7.
Screening C[C@H](O)C#Cc1cnc2c(c1)C(=O)N([C@H](C)CO)C[C@H](C)[C@H](CN(C)C(=O)Nc1ccc(F)cc1)O2 returned BioA inh -1.2 and TcdB GH inh -0.7.
For C[C@H]1CN([C@@H](C)CO)C(=O)c2cccc(NS(C)(=O)=O)c2O[C@H]1CN(C)C(=O)NC1CCCCC1 the results were BioA inh -1.2 and TcdB GH inh 1.4.
O=C(C[C@H]1CC[C@@H](NC(=O)Cc2cccnc2)[C@H](CO)O1)Nc1ccc(-c2ccccc2)cc1 was read as BioA inh -2.1 and TcdB GH inh -5.3.
For O=C(C[C@H]1C[C@H]2c3cc(NC(=O)c4ccc5c(c4)OCO5)ccc3O[C@H]2[C@@H](CO)O1)NCc1ccccn1 the results were BioA inh -1.1 and TcdB GH inh 0.0.
`C[C@@H]1CN([C@H](C)CO)C(=O)c2ccccc2-c2ccccc2CO[C@H]1CN(C)C(=O)[C@H](Cc1ccccc1)N(C)C` gave BioA inh 1.0 and TcdB GH inh 1.6.
`C[C@H]1CN([C@@H](C)CO)C(=O)Cc2cc(NC(=O)C3CCCCC3)ccc2O[C@@H]1CN(C)C(=O)Nc1ccc2c(c1)OCO2` gave BioA inh 2.3 and TcdB GH inh 0.2.
For C[C@@H]1CN([C@H](C)CO)C(=O)c2ccccc2-c2ccccc2CO[C@H]1CN(C)S(=O)(=O)c1cccc(C#N)c1 the results were BioA inh 1.1 and TcdB GH inh 2.0.
COc1ccccc1-c1cnc2c(c1)C(=O)N([C@H](C)CO)C[C@@H](C)[C@H](CN(C)C(=O)CN(C)C)O2 was read as BioA inh 1.8 and TcdB GH inh -1.4.
Screening C[C@@H]1CN([C@H](C)CO)C(=O)c2cc(/C=C/c3ccccc3)cnc2O[C@@H]1CN(C)C(=O)Cc1ccccn1 returned BioA inh -2.1 and TcdB GH inh 1.5.
Screening O=C(C[C@@H]1C[C@H]2c3cc(NS(=O)(=O)c4ccc(F)cc4)ccc3O[C@H]2[C@@H](CO)O1)NCc1ccccn1 returned BioA inh 0.5 and TcdB GH inh -0.2.
`COc1cccc(NC(=O)N[C@H]2C=C[C@@H](CC(=O)N3CCN(C)CC3)O[C@@H]2CO)c1` gave BioA inh -3.8 and TcdB GH inh 1.5.
For C[C@H]1CN([C@@H](C)CO)C(=O)c2cc(-c3ccccc3)cnc2O[C@H]1CN(C)C(=O)Nc1ccccc1F the results were BioA inh -0.8 and TcdB GH inh -6.5.
Screening C[C@H](CO)N1C[C@H](C)[C@H](CN(C)CC2CC2)Oc2c(NS(=O)(=O)c3cn(C)cn3)cccc2C1=O returned BioA inh 5.5 and TcdB GH inh -1.8.
For COc1ccc(NC(=O)N(C)C[C@@H]2OCCCC[C@@H](C)Oc3ccc(NS(=O)(=O)c4ccc(Cl)cc4)cc3C(=O)N([C@@H](C)CO)C[C@H]2C)cc1 the results were BioA inh -0.7 and TcdB GH inh -0.4.
For C[C@@H]1CN([C@H](C)CO)C(=O)c2cc(NC(=O)Cc3cn(C)c4ccccc34)ccc2O[C@@H]1CN(C)C(=O)NC1CCCCC1 the results were BioA inh -2.6 and TcdB GH inh -0.4.
For COc1ccc(NC(=O)N(C)C[C@H]2Oc3ccc(NC(=O)C4CCCCC4)cc3CC(=O)N([C@H](C)CO)C[C@@H]2C)cc1 the results were BioA inh -1.0 and TcdB GH inh 0.1.
`C[C@H](CO)N1C[C@H](C)[C@H](CN(C)Cc2cncnc2)Oc2cc(C#CC3CCCC3)ccc2S1(=O)=O` gave BioA inh 0.7 and TcdB GH inh -2.6.
For COc1ccc(NC(=O)N(C)C[C@H]2Oc3ccc(N(C)C)cc3C(=O)N([C@H](C)CO)C[C@H]2C)cc1 the results were BioA inh 0.3 and TcdB GH inh -9.9.
For COc1ccc(NC(=O)Nc2ccc3c(c2)C(=O)N([C@H](C)CO)C[C@@H](C)[C@@H](CN(C)C)O3)cc1 the results were BioA inh 6.3 and TcdB GH inh -0.1.
`CC(C)C(=O)Nc1ccc2c(c1)C(=O)N(C)[C@@H]1CC[C@H](CC(=O)NCC3CC3)O[C@@H]1CO2` gave BioA inh -1.4 and TcdB GH inh -0.7.
`CCCNC(=O)N1[C@@H](CO)[C@H](c2ccccc2)[C@@H]1CNC(C)=O` gave BioA inh 3.6 and TcdB GH inh -1.5.
`COCC#Cc1ccc([C@@H]2[C@H](CO)N3CCCCN(Cc4ccncc4)C[C@@H]23)cc1` gave BioA inh -4.2 and TcdB GH inh 0.4.
`Cc1ccc(-c2cnc3c(c2)C(=O)N([C@H](C)CO)C[C@@H](C)[C@@H](CN(C)C(=O)c2ccc(F)cc2)O3)cc1` gave BioA inh 1.3 and TcdB GH inh 0.5.
`CN(C)C(=O)[C@H]1[C@H](CO)[C@H]2Cn3c(ccc(C4=CCCC4)c3=O)[C@H]2N1C(=O)Cc1cccnc1` gave BioA inh -1.5 and TcdB GH inh 0.8.
`COCC(=O)N(C)C[C@H]1Oc2cc(C#CC(C)(C)O)ccc2S(=O)(=O)N([C@@H](C)CO)C[C@@H]1C` gave BioA inh -2.5 and TcdB GH inh -0.4.
C[C@H]1CN([C@@H](C)CO)C(=O)c2cc(C#CCN(C)C)cnc2O[C@@H]1CN(C)C was read as BioA inh -0.7 and TcdB GH inh -0.3.
`C[C@H](CO)N1C[C@H](C)[C@@H](CN(C)S(=O)(=O)c2cccc(F)c2)Oc2ncc(C#CC3CCCCC3)cc2C1=O` gave BioA inh -1.1 and TcdB GH inh 0.5.
Screening CCNC(=O)Nc1ccc2c(c1)C(=O)N(C)[C@H]1CC[C@H](CC(=O)N[C@@H](C)c3ccccc3)O[C@H]1CO2 returned BioA inh -1.8 and TcdB GH inh -1.7.
`CCC(=O)N1[C@H](CN(C)C(C)=O)[C@@H](c2ccc(-c3cccnc3)cc2)[C@@H]1CO` gave BioA inh 6.9 and TcdB GH inh -1.4.
For Cc1ccc(-c2cnc3c(c2)C(=O)N([C@@H](C)CO)C[C@@H](C)[C@@H](CN(C)C(=O)c2ccc(F)cc2)O3)cc1 the results were BioA inh 1.4 and TcdB GH inh 1.1.
CCC(=O)N(C)C[C@H]1Oc2cc(C#C[C@H](C)O)ccc2S(=O)(=O)N([C@@H](C)CO)C[C@H]1C was read as BioA inh -0.2 and TcdB GH inh 2.0.
For C[C@@H]1CN([C@@H](C)CO)C(=O)Cc2cc(NC(=O)CCC(F)(F)F)ccc2O[C@@H]1CN(C)S(=O)(=O)c1ccc(F)cc1 the results were BioA inh 1.5 and TcdB GH inh 1.8.
For COc1ccc(NC(=O)Nc2cccc3c2O[C@@H](CN(C)S(=O)(=O)c2ccc(C)cc2)[C@@H](C)CN([C@@H](C)CO)C3=O)cc1 the results were BioA inh -2.8 and TcdB GH inh 1.4.

Of the compounds above, these contain a CF3 group:
C[C@@H]1CN([C@H](C)CO)C(=O)Cc2cc(NC(=O)C3CCCCC3)ccc2O[C@@H]1CN(C)C(=O)Nc1ccc(C(F)(F)F)cc1 was read as BioA inh -1.6 and TcdB GH inh -0.7.
For C[C@@H]1CN([C@@H](C)CO)C(=O)Cc2cc(NC(=O)CCC(F)(F)F)ccc2O[C@@H]1CN(C)S(=O)(=O)c1ccc(F)cc1 the results were BioA inh 1.5 and TcdB GH inh 1.8.

Ordered by length of the SMILES (rising): some entries from above
`COCC#Cc1ccc([C@@H]2[C@H](CO)N3CCCCN(Cc4ccncc4)C[C@@H]23)cc1` gave BioA inh -4.2 and TcdB GH inh 0.4.
`CN(C)C(=O)[C@H]1[C@H](CO)[C@H]2Cn3c(ccc(C4=CCCC4)c3=O)[C@H]2N1C(=O)Cc1cccnc1` gave BioA inh -1.5 and TcdB GH inh 0.8.
`Cc1ccc(-c2cnc3c(c2)C(=O)N([C@H](C)CO)C[C@@H](C)[C@@H](CN(C)C(=O)c2ccc(F)cc2)O3)cc1` gave BioA inh 1.3 and TcdB GH inh 0.5.

Screening data: PubChem, Broad Institute
